Screening data deposited in PubChem BioAssay by National Center for Advancing Translational Sciences (NCATS).
Integrin act MD: activators of alpha7 integrin expression for muscular dystrophy; alpha7betagal myoblasts, beta-gal FDG fluorescence, 48 h; Potency, µM (titrated, usually from 38.3 µM), for the others: at the highest dose activation, usual class: activators; hit rate 0.064% among 350,000; AID 624291;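 further: potency means the concentration at half of the fitted maximal effect; 100% = response of the positive control SU9516; nearly all actives have a fitted effect of over 60% in size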
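alpha7betagal+/- myoblasts (passage 13, 250/well) treated 48 h at 37C with compounds at 1:260 dilution of DMSO stock. Lysed, then beta-galactosidase activity read as FDG fluorescence (ex 480/em 540) after 30 min, with pre-read for autofluorescence.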
p53 reactivator: re-activators of mutant p53; H1299 p53-A138V BP100-luciferase reporter, luminescence, 24 h; hit rate 0.063% among 320,000; AID 504706; Potency, µM (highest dose often 92.2 µM), inactives show at the top dose activity change, positive = activation, actives largely listed as activators; further: potency means the concentration at half of the fitted maximal effect; % of control where 0% means no effect; nearly all actives have a fitted effect of over 45% in size
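H1299 (p53-null), stable ts p53-A138V + BP100-Luc; 1000 cells/well, Opti-MEM/10% FBS; cpd 4 pt, 1:5; 24 h, 37 deg C, 5% CO2; detection reagent 10 min RT; luminescence.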
TSG101-PTAP inh: blocks PTAP/TSG101 interaction to inhibit HIV-1 budding. Q99816. Fluorescence polarization, FITC-PTAP peptide / Tsg101 binding. Potency, µM (top dose mostly 115 µM), without a hit: at the highest dose activity change, negative = inhibition, usual class: inhibitors. 340,000 tested, under 10 active; active means well fitted inhibition curve with a large enough effect in the main read-out, with a control signal flat, not every such curve was filed as active; inconclusive means small, poorly fitted or top-dose-only effect, or effect the other way, or a change in a side signal; inactive means no such curve, though single readings can be large or run the other way; further: potency means the concentration at half of the fitted maximal effect; % of control where 0% means no effect
Target sequence (Q99816 whole entry, looked up): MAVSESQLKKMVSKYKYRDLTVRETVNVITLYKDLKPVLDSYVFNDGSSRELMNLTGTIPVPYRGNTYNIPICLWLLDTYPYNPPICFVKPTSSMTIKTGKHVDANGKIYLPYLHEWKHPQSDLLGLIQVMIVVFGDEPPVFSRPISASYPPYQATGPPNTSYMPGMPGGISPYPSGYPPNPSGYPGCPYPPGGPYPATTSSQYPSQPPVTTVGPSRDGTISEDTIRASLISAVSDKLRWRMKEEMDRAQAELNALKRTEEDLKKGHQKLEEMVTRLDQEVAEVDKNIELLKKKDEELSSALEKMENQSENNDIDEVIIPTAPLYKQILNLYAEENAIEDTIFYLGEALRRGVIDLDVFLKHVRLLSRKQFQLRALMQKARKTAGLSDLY
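Compounds were pin-transferred onto Tsg101 binding domain (10 uM final) in HEPES pH 7.5 buffer, then FITC-PTAP peptide was added at 50 nM final. After 20 min at RT, polarization reported peptide displacement across a qHTS concentration series.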
ELG1 genotox: induces genotoxicity in HEK293T cells with luciferase-tagged ELG1. HEK293T ELG1-luciferase reporter, luminescence, 16 h. AID 504466. hit rate 1.3% among 330,000. Potency, µM (doses to about 46 µM), for the others: at the top dose activity change, positive = activation, usual class: activators; further: potency means the concentration at half of the fitted maximal effect; % of control where 0% means no effect; nearly all actives have a fitted effect of over 60% in size
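Reporter readout depends on ELG1 protein level, which increases with genetic stress. After 16 hr compound exposure at 37 °C, luciferase activity was quantified using ONE-Glo.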
TRPV1 ag: human TRPV1 agonism; AID 540275; Q8NER1; activation, % at 8.33 µM; hit rate 0.19% among 320,000; TRPV1-expressing cells, Fluo-8 calcium influx, agonist mode; in the data active means activation above about 80%; inconclusive means between about 30% and that limit; further: 0% is about no effect
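TRPV1-expressing cells were cultured overnight at 35.5C and loaded with Fluo-8 calcium dye for 40 to 90 min at room temperature. After a 10 s baseline, compound was added and calcium influx was read kinetically for 3 min (ex 480/em 520 nm).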
uPA surface inh: blocks generation of uPA at the cell surface. Potency, µM (titrated, usually from 38.3 µM), inactives show at the highest dose activity change, negative = inhibition, actives largely listed as inhibitors. hit rate 0.31% among 330,000. cell surface uPA generation assay, qHTS; active means well fitted inhibition curve with a large enough effect; inconclusive means small, poorly fitted or top-dose-only effect; inactive means no such curve, though single readings can be large or run the other way; tested in mouse RAW 264.7 cells; further: potency means the concentration at half of the fitted maximal effect; on the % scale 0 is the no-effect control and ±100 the full control effect; nearly all actives have a fitted effect of over 55% in size
ASM inhibitor: inhibitors of human secretory acid sphingomyelinase. P17405. placental ASM, HMU-PC fluorogenic substrate, 60 min. Potency, µM (doses to about 57.5 µM), for inactives: at the top dose activity change, negative = inhibition, most hits filed as inhibitors. hit rate 0.006% among 340,000; further: potency means the concentration at half of the fitted maximal effect
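Human placenta-derived ASM enzyme was preincubated with compound for 10 minutes at room temperature, then given fluorogenic substrate HMU-PC0 (9 uM final) for 60 minutes at 37 °C; a pH 10 stop preceded fluorescence reading at Ex 386/Em 447 nm.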
B2AR arrestin: beta2AR (human) beta-arrestin recruitment activity; beta-arrestin recruitment to beta2AR, cell-based reporter; Potency, µM (titrated, usually from 46.1 µM), for the others: top-dose activation, usual class: activators; hit rate 0.02% among 330,000; AID 492947;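 further: potency means the concentration at half of the fitted maximal effect; 0% = DMSO controls and full agonism = EC100 isoproterenol or metaproterenol; nearly all actives have a fitted effect of over 65% in size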
USP2a inh: blocks human ubiquitin-specific protease USP2a | USP2 core, Ub-CHOP2 coupled fluorogenic reporter, 485/531 | Potency, µM (series often up to 38.3 µM), without a hit: at the top dose activity change, negative = inhibition, most hits filed as inhibitors | hit rate 0.01% among 330,000 | AID 463254;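 further: potency means the concentration at half of the fitted maximal effect; plate controls were DMSO wells for no effect and full inhibition by NEM control for full effect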
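USP2 core (10nM final) preincubated 30min RT with compound in 20mM Tris-HCl pH 8.0, 2mM CaCl2, 2mM beta-mercaptoethanol, 0.05% CHAPS; 25nM Ub-CHOP2 plus 25nM reporter substrate added, fluorescence (Ex485/Em531) read after 60min.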
BRCA1 expr up: BRCA1 expression activation. MCF7-BRCA1-FFLuc reporter, luminescence, 48 h; response scale: scaled: vehicle 0%, 10 µM genistein 100%. Potency, µM (top dose mostly 46.1 µM), for inactives: at the top dose activation, usual class: activators. hit rate 1.1% among 380,000; further: potency means the concentration at half of the fitted maximal effect; nearly all actives have a fitted effect of over 80% in size; some results filed as inactive show a strong effect at the top dose
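Quantitative HTS in MCF7 cells stably reporting BRCA1 expression via firefly luciferase. Compound treatment lasts 48 h at 37 °C in phenol-red free MEM. Activation is expressed relative to genistein at 10 microM and DMSO.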
Eya2 phos inh: inhibitors of human Eya2 phosphatase activity; O00167; AID 488837; hit rate 0.006% among 330,000; Potency, µM (top dose mostly 76.9 µM), for the others: top-dose activity, negative = inhibition, hits mostly inhibitors; recombinant Eya2, OMFP fluorescence dephosphorylation (OMFP is methylfluorescein phosphate); further: potency means the concentration at half of the fitted maximal effect; on the % scale 0 is the no-effect control and ±100 the full control effect
Target sequence (O00167 whole entry, looked up): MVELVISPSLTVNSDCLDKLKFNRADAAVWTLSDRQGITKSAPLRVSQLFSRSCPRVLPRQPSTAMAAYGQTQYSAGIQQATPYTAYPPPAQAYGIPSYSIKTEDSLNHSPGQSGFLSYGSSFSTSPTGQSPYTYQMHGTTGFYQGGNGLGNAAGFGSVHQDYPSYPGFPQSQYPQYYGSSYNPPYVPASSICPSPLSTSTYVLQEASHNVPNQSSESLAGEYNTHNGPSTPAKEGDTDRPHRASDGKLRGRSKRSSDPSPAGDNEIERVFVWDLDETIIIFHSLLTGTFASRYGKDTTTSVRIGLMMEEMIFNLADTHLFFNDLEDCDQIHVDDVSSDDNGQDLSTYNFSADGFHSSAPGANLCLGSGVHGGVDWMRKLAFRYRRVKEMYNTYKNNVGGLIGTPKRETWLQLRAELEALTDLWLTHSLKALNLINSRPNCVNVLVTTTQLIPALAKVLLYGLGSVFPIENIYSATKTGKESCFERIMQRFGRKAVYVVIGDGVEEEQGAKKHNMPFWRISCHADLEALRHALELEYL
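Eya2 (0.2 uM) preincubated 10 min at ambient with compound, then OMFP substrate added at 50 uM; 10 min reaction in 50 mM HEPES pH 7.5, 50 mM NaCl, 5 uM MgCl2, 0.05% BSA, 1 mM DTT. Fluorescence read at Ex 485/Em 525 nm.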
Starred values were filed as active, the others as inactive; i = inactive; u = inconclusive; x = no result given; [ ] = another dose, or the depositor's remark. Unless noted, the call rests on the fitted dose curve; in most records, active means well fitted curve in the direction sought with a large enough effect; inconclusive means small, poorly fitted or top-dose-only effect, or another doubt; inactive means no such curve, though single readings can be large; an effect the other way counts as inactive or inconclusive. Hits appear at their usual frequency; any-hit rate near 2.6%.

SMILES	Integrin act MD	p53 reactivator	TSG101-PTAP inh	ELG1 genotox	TRPV1 ag	uPA surface inh	ASM inhibitor	B2AR arrestin	USP2a inh	BRCA1 expr up	Eya2 phos inh
CCCc1noc(-c2ccc(-c3ccccc3)cc2)n1	9.4%	u	-2.7%	u	3.9	6.5%	4.8%	3.3%	-1.5%	8.91µM*	-10.5%
COc1cccc(C(=O)Nc2ccc(C(=O)O)cc2)c1	10.8%	1.1%	-1.0%	0.6%	-3.6	2.2%	11.1%	0.5%	2.9%	10.3%	-7.9%
O=C(Nc1nnc(CCc2ccccc2)s1)c1cccs1	9.4%	6.7%	-2.7%	8.2%	9.2	5.6%	-3.9%	-0.2%	-0.8%	53.2%	-5.0%
COc1cccc(C(=O)N2CCC(n3nccc3NC(=O)CCOc3ccccc3)CC2)c1	-8.7%	6.9%	2.9%	-0.5%[9.26 µM]	10.5	6.7%	i	3.3%	-1.5%	-4.6%	-4.4%
CCC1=C(OC(=O)N(CC)CC)N2C(=O)OC(=NCC3CC3)[C@]2(Cc2ccccc2)[C@H]2C1=CC[C@H]1C(=O)N(C)C(=O)[C@H]12	-13.8%	0.5%	-0.5%	-0.2%	u	-26.2%	1.0%	-0.7%	-4.1%	-16.2%	-7.0%
O=C(COC(=O)c1ccc(Br)o1)NC12CC3CC(CC(C3)C1)C2	9.9%	0.9%	-5.6%	-1.4%	x	2.8%	-1.1%	0.2%	3.8%	-18.7%	-16.3%
CN1C(=O)C(C(=O)NC(C)(C)C)C2c3ccccc3OC13CCCCC23 (configuration not stated)	6.0%	3.7%	-7.0%	-2.9%	25.2	8.1%	-1.5%	0.5%	-0.2%	-4.8%	3.5%
Cc1ccc(OCC(=O)O/N=C(\N)Cc2ccc(Cl)cc2)cc1	-23.3%	-12.5%	-0.9%	0.5%	21.8	7.2%	0.6%	-0.7%	0.0%	-3.5%	-4.5%
O=C1NC2(CCCCCC2)Oc2ccccc21	-16.2%	13.1%	-5.8%	-1.1%	-2.1	-13.4%	4.6%	-0.2%	4.6%	-0.9%	-0.3%
O=S(=O)(Nc1ccccc1O)c1ccc(-c2ccccc2)cc1	-23.8%	1.1%	-2.3%	-1.2%	u	8.8%	-5.5%	-0.1%	1.7%	-1.1%	-12.1%
CCC(=O)Nc1cccc(C(=O)/C=C/c2ccccc2)c1	-55.5%[inhibitor]	-11.4%	-2.1%	u	18.9	-12.9%	-0.5%	0.3%	2.3%	-67.9%	1.9%
Cc1ccc(S(=O)(=O)C(C#N)c2nc3ccccc3nc2N2CCCCC2)cc1 (configuration not stated)	x	3.8%	x	-1.3%	2.0	x	x	-0.8%	3.5%	x	5.0%
COC(=O)c1c(C)[nH]c(C=O)c1-c1ccccc1	-4.6%	17.1%	1.0%	u	x	-2.4%	4.1%	-0.6%	-1.7%	63.6%	5.0%
O=C(O)CC1C(=O)NCCN1C/C=C/c1ccccc1 (configuration not stated)	20.0%	2.9%	-3.4%	-6.5%	-4.0	-2.9%	9.1%	-0.2%	0.2%	4.4%	-9.7%
O=C(CCc1ccccc1)NCc1cccnc1	-1.7%	-6.9%	-5.3%	1.1%	-1.9	2.6%	4.6%	-0.6%	0.5%	0.0%	8.7%
O=C(O)C(Oc1ccc2c(-c3ccccc3)cc(=O)oc2c1)c1ccccc1 (configuration not stated)	1.4%	-0.8%	-11.4%	0.5%	0.9	7.0%	13.2%	-0.8%	0.1%	8.6%	3.3%
CC(C)(CN1CCN(c2ccccc2)CC1)NS(=O)(=O)c1ccccc1	8.9%	3.1%	-10.4%	-0.7%	-2.7	1.7%	6.0%	0.5%	-1.5%	-11.9%	-17.3%
CCOC(=O)c1cc2c(=O)c3ccccc3oc2nc1C	-8.5%	u	-7.2%	9.2µM*	7.8	-0.5%	1.4%	0.3%	-5.0%	-2.7%	-11.7%
Cc1ccc(S(=O)(=O)NCc2nc(-c3ccccc3)no2)cc1	15.7%	-3.1%	0.6%	-4.0%	5.1	9.6%	-3.2%	-0.8%	0.1%	-8.7%	-5.2%
C=C(C)Cn1c(CCNC(=O)c2ccco2)nc2ccccc21	0.0%	-2.8%	-5.7%	-3.9%	4.9	-2.7%	2.2%	0.6%	-1.6%	-12.4%	5.2%
O=C(OCC(=O)N1CCN(C(=O)c2ccco2)CC1)c1sc2ccccc2c1Cl	-8.7%	-2.4%	-4.1%	2.7%	6.2	-2.8%	-7.6%	-0.1%	2.2%	0.2%	-1.3%
Cc1cc(C)c2nc(-c3ccncc3)cc(C(=O)N3CCN(Cc4ccccc4Cl)CC3)c2c1	-42.2%[inhibitor]	-4.0%	-0.7%	-14.2%	0.4	-6.9%	-9.6%	0.5%	-2.5%	-47.2%	u
COC(=O)c1cc(C(=O)OC)cc(-n2c(C)cc(C=O)c2C)c1	-3.2%	-5.2%	-3.0%	5.7%	2.4	1.6%	-0.2%	0.0%	-0.2%	-18.6%	-1.7%
COC(=O)c1cccc(-n2nnnc2SCC(=O)Nc2cc(C)on2)c1	9.5%	7.3%	-2.0%	-0.1%	2.1	8.7%	-0.8%	-0.4%	-0.6%	-10.8%	-0.7%
COc1cccc(/C=N/NC(=O)c2cc3c(OC)cccc3[nH]2)c1O	7.5%	9.3%	-3.1%	-2.0%	2.6	-10.1%	-0.3%	-0.7%	1.1%	-67.2%	-2.8%
COc1ccc(Cl)cc1NC(=O)CN1C(=O)NC2(CCCC2)C1=O	-28.0%	-5.1%	-0.4%	-3.2%	-0.8	-0.9%	-0.8%[11.5 µM]	0.0%	0.5%	-24.6%	-16.8%
CC1CCCN(S(=O)(=O)c2ccc3c(c2)C(C)(C)C(=O)N3C)C1 (configuration not stated)	-8.0%	-0.1%	1.7%	-1.9%	-0.5	5.4%	5.9%	-0.4%	-0.3%	0.0%	-4.9%
COc1ccc(OC)c(NS(=O)(=O)c2ccc(Br)s2)c1	x	4.2%	x	-5.2%	1.5	x	x	-0.1%	2.5%	-55.1%	8.9%
Cc1ccc2nsnc2c1S(=O)(=O)N(Cc1ccco1)Cc1cc2ccc(C)c(C)c2[nH]c1=O	9.8%	-13.5%	-1.9%	-10.0%	0.1	-6.3%	4.1%	-0.6%	2.5%	-9.6%	9.1%
CCC(C)NC(=O)CSc1nc2ccccc2c(=O)n1CCCC(=O)NCC1CCCO1 (configuration not stated)	14.1%	-8.7%	-3.6%	0.3%	-2.4	-2.1%	-1.3%	6.6%	2.9%	-1.8%	-15.3%
CCC(=O)c1cn(CC(=O)Nc2ccc(C)cc2C)c2ccccc12	-14.6%	6.6%	-2.0%	-0.8%	2.0	3.1%	-0.4%	-0.3%	1.3%	-17.3%	8.8%
O=C(CSc1ccc([N+](=O)[O-])cc1)c1ccccc1	14.6%	x	-8.6%	x	x	3.8%	-1.3%	x	x	u	x
S=c1[nH]nc(-c2ccccn2)n1/N=C/c1ccc(Cl)c(Cl)c1	7.6%	6.5%	-3.7%	2.2%	0.8	6.2%	-1.4%	0.4%	3.9%	-7.2%	3.4%
CC(C)Cn1c(N)c(C(=O)COC(=O)c2ccc(Cl)cc2)c(=O)n(C)c1=O	-23.1%	-5.1%	-5.8%	-4.5%	1.2	-5.8%	-13.3%	0.1%	-5.7%	-12.1%	u
COCCn1c(SCC(=O)Nc2cc(OC)ccc2OC)nc2c(c1=O)SC(C)C2 (configuration not stated)	-20.7%	-7.1%	-12.3%	0.0%	1.2	-5.0%	1.6%	-0.4%	8.7%	-7.9%	9.2%
O=C(c1cc(-c2ccncc2)nc2ccccc12)N1CCOCC1	1.8%	-11.2%	-3.0%	-3.5%	-5.0	1.9%	7.2%	0.3%	4.8%	-9.6%	28.7%
CCOc1c(Br)ccc2c1sc1nc[nH]c(=O)c12	-8.1%	8.8%	-3.2%	-19.0%	12.7	4.7%	-6.4%	-0.4%	0.7%	4.2%	-4.5%
O=C(O)c1cnn(-c2ccccc2)c1-c1ccncc1	0.7%	2.1%	-6.3%	0.6%	0.9	0.5%	5.7%	0.6%	5.1%	-13.0%	18.8%
Cc1[nH]c(=O)[nH]c(=O)c1S(=O)(=O)Nc1ccc(F)c(Cl)c1	u	2.4%	-7.0%	-0.8%	1.7	-16.0%	-1.6%	-0.4%	0.6%	16.9%	-0.3%
